# Luc counter – Counterscreen for Luciferase (Kinase-Glo TM) Inhibition; Luciferin 4-monooxygenase (Photuris pensylvanica), Q27757; AID 1379, 2008; actives 0.28% (n = 200,000); Potency, µM (doses to about 38.3 µM), inactives show top-dose activity change, negative = inhibition, usual class: inhibitors; Kinase-Glo luciferase, ATP luminescence, 8 min; note: potency is the fitted concentration of half-maximal effect; % is set by controls: 0 for no effect and ±100 for the full control effect; nearly all actives have a fitted effect of over 60% in size
#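 Compounds were added to a substrate mix at pH 7.2 (50 mM imidazole, 10 uM ATP, within the enzyme's linear range), followed by Kinase-Glo detection reagent; luminescence was measured after 8 minutes at ambient temperature.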
# HTT aggregate – qHTS Multiplex Assay to Identify Dual Action Probes in a Cell Model of Huntington: Aggregate Formation (GFP); AID 1688, 2009; PC12 HttQ103-GFP aggregates, Acumen cytometry, 40 h; Potency, µM (series often up to 46.1 µM), for inactives: at the highest dose activity change, negative = inhibition, usual class: inhibitors; actives 1.1% (n = 220,000); note: potency is the fitted concentration of half-maximal effect; % is set by controls: 0 for no effect and ±100 for the full control effect; nearly all actives have a fitted effect of over 60% in size
#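 Steps: seed 1500 PC12 HTTQ103-GFP cells/well; add tebufenozide, 100 nM final; add compound titration; add ATPLite reagent; quantify GFP aggregates by laser scanning cytometry.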
# L3MBTL1 inh – qHTS Assay for the Inhibitors of L3MBTL1 | Lethal(3)malignant brain tumor-like protein 1 (Homo sapiens), Q9Y468 | AlphaScreen L3MBTL1–H3K9me1 peptide binding | Potency, µM (titrated, usually from 57.1 µM), inactives show at the top dose activity, negative = inhibition, hits mostly inhibitors | actives 0.66% (n = 230,000) | AID 485360, 2010; note: potency is the fitted concentration of half-maximal effect; % is set by controls: 0 for no effect and ±100 for the full control effect; nearly all actives have a fitted effect of over 60% in size
#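 L3MBTL1 50 nM + b-AHA-H3(1-15)K9me1 75 nM, 30 min RT; compound added, 30 min RT; streptavidin donor/Ni-chelate acceptor beads 10 ug/mL each final, 30 min RT dark; AlphaScreen read.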
# IMPase Li cell – qHTS Assay for Identifying the Cell-Membrane Permeable IMPase Inhibitors: Potentiation with Lithium | actives 0.35% (n = 210,000) | AID 1457, 2008 | CHO-M1 cells, IP1 TR-FRET (IP-One), carbachol + lithium | Potency, µM (highest dose often 59.4 µM), for inactives: at the top dose activity, negative = IMPase inhibition, actives largely listed as inhibitors;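 note: IP1 builds up when IMPase is blocked and the TR-FRET signal falls; potency is the fitted concentration of half-maximal effect; plate controls were basal vehicle for no effect and high inhibitor control for full effect; nearly all actives have a fitted effect of over 50% in size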
#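 Lithium-sensitised IP1 accumulation assay; M1-expressing CHO cells treated 30 min at 37C with compound. Competitive antibody detection by time-resolved FRET followed a 10 min room-temperature lysis step.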
# CBFb RUNX1 block – qHTS Assay for Compounds Blocking the Interaction Between CBF-beta and RUNX1 for the Treatment of Acute Myeloid Leukemia; Runt-related transcription factor 1 (Homo sapiens) + Core-binding factor subunit beta …; AlphaScreen CBFb-His/RUNX1-biotin binding, biochemical; Potency, µM (doses to about 59.8 µM), for the others: at the highest dose activity, negative = inhibition, usual class: inhibitors; 230,000 tested, under 10 active; AID 1477, 2009; note: % of control where 0% means no effect
# Target sequence (Q01196 whole entry, looked up): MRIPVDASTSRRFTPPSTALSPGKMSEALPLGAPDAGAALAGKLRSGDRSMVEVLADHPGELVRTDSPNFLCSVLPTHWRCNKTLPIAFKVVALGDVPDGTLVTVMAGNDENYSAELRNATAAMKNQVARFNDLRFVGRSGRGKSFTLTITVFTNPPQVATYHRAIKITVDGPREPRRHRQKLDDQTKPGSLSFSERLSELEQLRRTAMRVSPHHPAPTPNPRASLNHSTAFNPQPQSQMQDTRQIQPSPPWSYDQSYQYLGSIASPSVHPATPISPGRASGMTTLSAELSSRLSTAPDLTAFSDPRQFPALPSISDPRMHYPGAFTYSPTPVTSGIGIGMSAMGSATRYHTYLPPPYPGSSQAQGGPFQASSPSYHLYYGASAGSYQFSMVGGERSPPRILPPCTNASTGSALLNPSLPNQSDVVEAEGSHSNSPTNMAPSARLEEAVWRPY
# Target sequence (Q13951 whole entry, looked up): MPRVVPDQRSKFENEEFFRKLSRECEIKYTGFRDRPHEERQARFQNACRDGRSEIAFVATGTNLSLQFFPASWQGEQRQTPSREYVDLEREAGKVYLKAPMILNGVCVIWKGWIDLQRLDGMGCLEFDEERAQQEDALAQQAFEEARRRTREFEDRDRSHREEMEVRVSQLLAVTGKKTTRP
#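 CBFb-His/RUNX1-biotin, 30 nM each, preincubated 20 min RT; compound 15 min RT; Ni + streptavidin beads 50 ng each, 90 min RT; AlphaScreen read.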
# Epigenetic derep – Quantitative High-Throughput Screen for Regulators of Epigenetic Control | AID 1865, 2009 | actives 0.2% (n = 280,000) | murine LDR cells, GFP reporter derepression, 30 h | Potency, µM (doses to about 53.9 µM), for the others: top-dose GFP activation, most hits filed as activators; note: potency is the fitted concentration of half-maximal effect; % of control where 0% means no effect; nearly all actives have a fitted effect of over 60% in size
#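 Readout is the number of GFP-expressing murine LDR cells, counted by cytometry following washing. Cells were treated with compound for 30 h at 37 C; the stably integrated CMV-GFP locus is normally silent.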
# NPSR antagonist – qHTS Assay for Antagonists of the Neuropeptide S Receptor: cAMP Signal Transduction; Potency, µM (top dose mostly 38.3 µM), without a hit: at the highest dose activity change, negative = inhibition, hits mostly inhibitors; Q6W5P4; actives 1% (n = 220,000); AID 1461, 2008; CHO-NPSR cells, cAMP TR-FRET, antagonist mode; note: potency is the fitted concentration of half-maximal effect; % is set by controls: 0 for no effect and ±100 for the full control effect; nearly all actives have a fitted effect of over 50% in size; many of its hits are not listed in these tables
# Target sequence (Q6W5P4 whole entry, looked up): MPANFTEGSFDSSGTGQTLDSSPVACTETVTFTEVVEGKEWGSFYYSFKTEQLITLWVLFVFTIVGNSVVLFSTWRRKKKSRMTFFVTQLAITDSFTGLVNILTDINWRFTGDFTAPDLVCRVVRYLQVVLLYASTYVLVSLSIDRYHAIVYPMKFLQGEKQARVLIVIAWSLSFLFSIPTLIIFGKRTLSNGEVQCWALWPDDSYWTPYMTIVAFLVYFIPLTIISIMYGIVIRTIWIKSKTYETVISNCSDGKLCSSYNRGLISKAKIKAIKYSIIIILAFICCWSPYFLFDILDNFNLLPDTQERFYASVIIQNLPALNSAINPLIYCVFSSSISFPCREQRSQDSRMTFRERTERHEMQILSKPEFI
# * = called active by the depositor; ? = inconclusive; . = no result given; [ ] = another dose, or the depositor's remark. Calls come from the whole dose curve; as a rule, active = well fitted curve in the direction sought with a large enough effect; inconclusive = small, poorly fitted or top-dose-only effect, or another doubt; inactive = no such curve, though single readings can be large; an effect the other way counts as inactive or inconclusive. Not all compounds are listed, so the mix of outcomes need not match the whole.
structure	L3MBTL1 inh	CBFb RUNX1 block	IMPase Li cell	NPSR antagonist	HTT aggregate	Luc counter	Epigenetic derep
NC(=O)C1=C[C@@H](c2ccccc2)C[C@@H](OCc2ccc(CO)cc2)O1	7%	8%	-11%	-21%	-11%[9.22 µM]	.	7.5%
CCOC(=O)c1cc2c(=O)n3ccccc3nc2n(CCOC)c1=NC(=O)c1ccncc1	0%[11.4 µM]	6%	-4%[38.3 µM]	-24%[46.1 µM]	0%	1%	0.0%
O=C(N/N=C/c1c(O)ccc2ccccc12)c1ccc[n+](CCO)c1	35µM*	?	21%	-18%	-28%	2%	-1.4%
COc1ccc(/C=N/NC(=O)c2cccc(Br)c2)cc1COc1ccccn1	4%	-2%	.	-24%	4%[9.22 µM]	.	2.0%
CCC(C)Cn1c(C(C)C)nc2ccccc21 (stereo unspecified)	7%	-3%	-10%	-5%	-1%[9.22 µM]	-4%	-0.8%[10.1 µM]
CN(C(=O)COC(=O)c1cc([N+](=O)[O-])ccc1Sc1ccccc1)C1CCS(=O)(=O)C1 (stereo unspecified)	.	-3%	10%	-9%	-12%	-2%	-5.2%
CCCCCCCC(=O)NNC(=O)c1ccc(F)cc1	0%	0%	-9%[38.3 µM]	-1%[46.1 µM]	1%	-1%	0.8%
CCOC(=O)c1c(C)nc2sc(C(N)=O)c(N)c2c1-c1ccccc1	.	3%	37%[activator][38.3 µM]	-3%[46.1 µM]	?	-4%	0.0%
COc1ccc2c(c1)C(=O)[C@H](OC(=O)NS(=O)(=O)c1ccc(C)cc1)[C@@H](c1ccc(OC)c(Br)c1)O2	.	-7%	-2%	.	.	-6%	-1.1%
CC1CN(S(=O)(=O)c2cccc(C(=O)NN3CCN(C)CC3)c2)CC(C)O1 (stereo unspecified)	4%	-5%	-10%	-9%[46.1 µM]	6%	0%	1.3%
CN1C(C(=O)NCC2CC2)CC2Cn3c(nc4cc(Cl)c(Cl)cc43)C21 (stereo unspecified)	.	23%	.	9%	-13%[9.22 µM]	.	-4.8%
O=C(NCCC1=CCCCC1)C1CCN(C(=O)c2ccc(Cl)cc2)CC1	-2%	-2%	-9%[38.3 µM]	0%[46.1 µM]	-1%	-2%	-0.9%
CS(=O)(=O)Nc1cccc(C2=NN(S(=O)(=O)c3ccccc3)C(c3cccs3)C2)c1 (stereo unspecified)	-1%	0%	18%[38.3 µM]	?	-8%	0%	-1.1%
C=CCn1c[n+](CC(=O)c2ccc(Br)s2)c2ccccc21	-8%	-1%	10%	-1%	10%[9.22 µM]	1%	9.2%
CCc1cc2c(SCC(=O)c3cccs3)ncnc2s1	15%	29%	3%	9%[46.1 µM]	-25%	0%	0.0%
CCOC(=O)Cn1c(=N)n(Cc2ccccc2F)c2ccccc21	.	-4%	31%[activator][38.3 µM]	-7%[46.1 µM]	-16%	-4%	-1.0%
COc1ccccc1Cc1noc(COc2cccc(C)c2C)n1	6%[11.4 µM]	?	43%[activator][38.3 µM]	-12%[46.1 µM]	-21%	-1%	0.0%
Cc1cc(C)nc(NC(N)=NC2CCCCC2)n1	-2%	5%	12%	-1%	-15%	0%	0.0%
Cn1c(C(C#N)C(=O)Cc2cccc3ccccc23)nc2ccccc21 (stereo unspecified)	4%	0%	2%[38.3 µM]	-8%[46.1 µM]	-3%	5%	-2.7%
CCc1nn2c(=O)cc(COc3ccc(/C=C4\C(=N)N5N=C(C)SC5=NC4=O)cc3)nc2s1	.	-4%	-8%	-49%	16%	4%	12%
O=C(Cc1ccc2c(c1)CCCC2)Nc1ccc2ccccc2c1	0%	2%	12%	-11%	-19%	-1%	-1.9%
CCOC(=O)c1c(C)nc2c(c1-c1cc(OC)c(OC)c(OC)c1)C(=O)c1ccccc1-2	.	-1%	22%[38.3 µM]	-20%[46.1 µM]	19%	-3%	0.0%
CCCN1C(=O)c2ccccc2NC1c1cc(OC)c(OC)c(OC)c1 (stereo unspecified)	-5%	-1%	3%	-10%[46.1 µM]	-5%	1%	-1.0%
CC(C)=NNc1nc2c(c(=O)n(C)c(=O)n2C)n1C	5%	-12%	.	-20%	14%[9.22 µM]	.	0.0%
Cn1cccc1CC(=O)NNC(=S)Nc1ccc(F)cc1	-4%	-28%	2%	11%	13%	2%	-0.9%
O=C(Cc1c(F)cccc1Cl)N1CCCC1	.	5%	19%[38.3 µM]	-5%[46.1 µM]	-15%	1%	0.0%
Cc1ccccc1OCC(=O)Nc1nc2ccccc2[nH]1	.	3%	-2%	-9%	-7%	0%	-2.8%
Cc1ccc(C(=O)N/C(=C\c2cccs2)C(=O)NCCc2ccccn2)cc1C	.	-2%	-6%	4%	-4%	1%	-1.1%
CCCCC(=O)Nc1ccc(C(=O)NNC(=O)c2ccco2)cc1	2%	-1%	5%[38.3 µM]	-6%[46.1 µM]	10%	-1%	-0.9%
NS(=O)(=O)c1ccc(NC(=O)CSc2ccccn2)cc1	-1%	12%	5%[38.3 µM]	18%[46.1 µM]	2%	3%	1.0%

# An excerpt of these results, with values under each structure.
# Screens in order – L3MBTL1 inh | CBFb RUNX1 block | IMPase Li cell | NPSR antagonist | HTT aggregate | Luc counter | Epigenetic derep
Cc1ccc(C(=O)N/C(=C\c2cccs2)C(=O)NCCc2ccccn2)cc1C
  . | -2% | -6% | 4% | -4% | 1% | -1.1%
CCOC(=O)c1c(C)nc2c(c1-c1cc(OC)c(OC)c(OC)c1)C(=O)c1ccccc1-2
  . | -1% | 22%[38.3 µM] | -20%[46.1 µM] | 19% | -3% | 0.0%

# Additional structures.
structure	L3MBTL1 inh	CBFb RUNX1 block	IMPase Li cell	NPSR antagonist	HTT aggregate	Luc counter	Epigenetic derep
O=C(Nc1nnc(-c2cccs2)s1)c1cccc(F)c1	0%	9%	-12%	-21%	-16%	1%	2.6%
COc1ccc(NC(=O)C2CCCN(S(=O)(=O)c3c(C)n[nH]c3C)C2)cc1 (stereo unspecified)	-5%	-5%	.	-13%[46.1 µM]	-2%	.	-1.0%
O=c1[nH]c(-c2ccccn2)cc2ccccc12	15%	-5%	-2%	1%	8%	-11%	-6.1%
COc1cccc(/C=N/NC(=O)CCc2c(C)n[nH]c2C)c1O	-4%	-5%	.	-4%[7.67 µM]	0%[9.22 µM]	.	0.0%
CCCn1nc2cc(C(=O)NCc3ccc4c(c3)OCO4)ccc2c1OCC	-17%	-3%	-10%[38.3 µM]	-9%[46.1 µM]	16%	2%	-2.8%
CN(C)CCCNC(=O)/C=C/c1ccc(OCc2c(F)cccc2Cl)cc1	14%	-1%	6%	0%	-30%	-1%	-2.6%
COC(=O)c1cc(-c2cccc(OC)c2)n[nH]1	13%	-1%	5%[38.3 µM]	-1%[46.1 µM]	-1%	-1%	-1.1%
Cn1c(-c2ccccc2)c(C(=O)CCl)c2ccccc21	39%[activator]	-7%	14%	?	?	-5%	-2.6%
Cc1ccc(N2C(=O)C3C4C=CC(C4)C3C2=O)cc1C (stereo unspecified)	2%	1%	7%[38.3 µM]	?	3%	5%	-0.9%
O=C(c1cccs1)N1N=C(c2ccccc2)CC1c1ccccc1O (stereo unspecified)	-1%	-3%	7%	?	10%[9.22 µM]	.	7.1%
CCN(CC)CCCN1C(=O)C(O)=C(C(=O)c2cc3ccccc3o2)C1c1ccccn1 (stereo unspecified)	1%	-8%	13µM*	?	6%	-7%	-3.1%
COc1cc(NC(=O)COC(=O)/C=C/c2ccc(O)c(OC)c2)cc(OC)c1	-7%	?	33%[activator]	-13%	5%	1%	2.2%
O=C1/C(=C\c2ccccc2)CCc2c1[nH]c1ccccc21	9%	3%	5%	-3%[46.1 µM]	-10%	-1%	-3.4%
Cc1c(C(=O)NCc2ccccc2)oc2ccc(S(=O)(=O)N3CCCC3)cc12	5%	-2%	10%[38.3 µM]	-26%[46.1 µM]	-17%	0%	0.8%
Cc1cccc(NC(=O)CCN2C(=O)C3C4CCC(C4)C3C2=O)c1C (stereo unspecified)	9%	4%	-2%[38.3 µM]	2%[46.1 µM]	2%	-2%	-1.2%
OCCNC(=S)Nc1ccc2nsnc2c1	.	-3%	-7%	-22%	-21%	-2%	1.1%
CCC(C)(C)NC(=O)C(c1ccc(F)cc1)N(Cc1ccco1)C(=O)c1cnccn1 (stereo unspecified)	.	5%	26%[38.3 µM]	?	2%	1%	-1.0%
O=Cc1nc(-c2ccccc2Cl)n2ccccc12	4%	-2%	4%	5%[46.1 µM]	6%	0%	3.5%
COc1ccc2c(c1)C(c1cccs1)=NNC(c1cccnc1)=N2	?	0%	25%	-8%	-3%[9.22 µM]	2%	-1.4%
O=C(CCc1ccccc1)NNC(=O)COc1ccccc1	-4%	9%	-13%[38.3 µM]	6%[46.1 µM]	17%	-3%	-1.2%
O=C(NNC(=O)c1sc2cccc(Cl)c2c1Cl)Nc1ccccc1	13%	3%	8%[38.3 µM]	3%[46.1 µM]	-4%	-1%	-2.2%
COCC(C)NC(=O)CSc1nc2nn(-c3ccccc3)c(=O)c-2c2n1CCCCC2 (stereo unspecified)	-1%	-12%	12%	-23%	0%	3%	-2.2%
O=c1[nH]cnc2sc(-c3ccccc3)cc12	.	5%	10%[38.3 µM]	-7%[46.1 µM]	-9%	-7%	1.1%
COc1cc(S(=O)(=O)N2CCCCC2)ccc1NC(=O)/C=C/c1ccccc1	.	-3%	21%[38.3 µM]	-27%[46.1 µM]	14%	-1%	0.1%
O=C(c1cc(N2C(=O)C3C4CCC(C4)C3C2=O)ccc1Cl)N1CCCCCC1 (stereo unspecified)	-11%	2%	-5%	-5%	-7%	-1%	-1.1%
Cc1ccc(-n2[nH]c(C)c(C=Nc3ccc(S(=O)(=O)N4CCOCC4)cc3)c2=O)c(C)c1	8%	-7%	-3%	-16%[46.1 µM]	-17%	1%	1.3%
Cc1c(C#N)c(N=CN(C)C)c(C(=O)c2ccccc2)n1-c1ccccc1	3%[11.4 µM]	2%	11%[38.3 µM]	6%[46.1 µM]	-5%	1%	0.9%
CC(/C=N/NC(=O)c1cc(C(C)(C)C)[nH]n1)=C\c1ccccc1	-2%	7%	22%[38.3 µM]	19%[46.1 µM]	-9%	0%	0.0%

# Compound activity deposited in PubChem BioAssay by National Center for Advancing Translational Sciences (NCATS).
